mIDH1 inhibitor – blocks human mutant IDH1 R132H enzyme; Potency, µM (titrated, usually from 76.6 µM), inactives show at the highest dose activity change, negative = inhibition, hits mostly inhibitors; hit rate 0.093% among 390,000; O75874; IDH1-R132H enzyme, NADPH consumption, diaphorase/resazurin fluorescence; AID 602179; further: potency means the concentration at half of the fitted maximal effect; on the % scale 0 is the no-effect control and ±100 the full control effect; nearly all actives have a fitted effect of over 65% in size
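IDH1-R132H (0.5 ug/mL dispensed) in pH 7.5 Tris buffer was preincubated 30 min with compound, then given a substrate mix of 0.016 mM NADPH and 2 mM alpha-KG for 80 min at room temperature; remaining NADPH was read by diaphorase/resazurin fluorescence.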
TrxR1 substrate – is turned over as a substrate by rat TrxR1; hit rate 0.01% among 390,000; Potency, µM (titrated, usually from 114 µM), for inactives: at the top dose activity change, negative = substrate turnover; AID 588456; O89049; purified TrxR1 substrate turnover, NADPH consumption readout; further: potency means the concentration at half of the fitted maximal effect; on the % scale 0 is the no-effect control and ±100 the full control effect; nearly all actives have a fitted effect of over 50% in size
Target sequence (O89049 whole entry, looked up): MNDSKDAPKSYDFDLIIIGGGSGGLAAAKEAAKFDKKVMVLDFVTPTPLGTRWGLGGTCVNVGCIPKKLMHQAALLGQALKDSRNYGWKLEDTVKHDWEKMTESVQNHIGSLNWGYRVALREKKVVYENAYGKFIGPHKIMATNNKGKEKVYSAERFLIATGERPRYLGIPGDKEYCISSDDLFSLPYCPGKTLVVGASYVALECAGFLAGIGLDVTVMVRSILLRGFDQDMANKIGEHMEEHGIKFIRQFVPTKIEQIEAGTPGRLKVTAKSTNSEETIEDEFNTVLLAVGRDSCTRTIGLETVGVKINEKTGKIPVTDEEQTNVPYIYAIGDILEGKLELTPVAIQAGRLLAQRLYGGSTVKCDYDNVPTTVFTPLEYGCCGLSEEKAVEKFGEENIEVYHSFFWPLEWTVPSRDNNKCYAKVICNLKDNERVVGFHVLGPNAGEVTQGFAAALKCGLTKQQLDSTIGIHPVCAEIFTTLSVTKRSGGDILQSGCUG
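Rat TrxR1, dispensed at 90 nM, was prereduced with 400 uM NADPH (final) for 5 min at ~22 deg C, then incubated with compound 15 min before 400 uM selenite. A first-read NADPH fluorescence drop versus no-compound background flagged substrates.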
D2 antagonist – antagonists of human D2 dopamine receptor. P14416. HEK293 TREx D2 cells, calcium flux, dopamine EC80. inhibition, % at 10 µM. hit rate 2% among 340,000; in the data active means inhibition above about 30%; further: 0% is about no effect
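Measurement of antagonist activity uses fluorescent calcium dye in inducible HEK293 T-REx D2 cells: 10 s baseline, compound addition with 180 s read, EC80 dopamine addition with a further 180 s read.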
TrxR1 inh – blocks rat thioredoxin reductase 1; O89049; recombinant rTrxR1, NADPH fluorescence consumption, selenite substrate; Potency, µM (top dose mostly 114 µM), without a hit: at the top dose activity change, negative = inhibition, usual class: inhibitors; hit rate 1% among 390,000; AID 588453; further: potency means the concentration at half of the fitted maximal effect; on the % scale 0 is the no-effect control and ±100 the full control effect; nearly all actives have a fitted effect of over 65% in size
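Rat TrxR1 (90 nM in the dispensed reagent) was pre-reduced with 400 uM NADPH for 5 min at room temperature, then incubated with compound for 15 min. After 400 uM selenite was added, NADPH fluorescence (Ex 340/Em 450 nm) was followed for 8 min.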
TRHR ag – activates the human TRH receptor. hit rate 0.18% among 360,000. activation, % at 2 µM. TRHR cells, calcium flux fluo-8, FDSS agonist mode. AID 493084; in the data active means activation above about 30%; further: 0% is about no effect
Target sequence (P34981 whole entry, looked up): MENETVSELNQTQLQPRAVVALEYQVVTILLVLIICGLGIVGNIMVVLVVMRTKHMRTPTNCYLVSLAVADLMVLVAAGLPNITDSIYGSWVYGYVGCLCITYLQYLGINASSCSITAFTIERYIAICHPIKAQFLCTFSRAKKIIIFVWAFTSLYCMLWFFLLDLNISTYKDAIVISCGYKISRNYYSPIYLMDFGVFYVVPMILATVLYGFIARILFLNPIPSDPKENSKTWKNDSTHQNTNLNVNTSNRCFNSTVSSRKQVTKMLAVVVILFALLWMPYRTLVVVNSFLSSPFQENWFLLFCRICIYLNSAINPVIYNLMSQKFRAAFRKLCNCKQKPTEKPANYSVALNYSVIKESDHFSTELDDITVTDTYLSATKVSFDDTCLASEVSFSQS
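Fluo-8-loaded TRHR cells; 10 s baseline, compound added, kinetic Ca2+ fluorescence read 1/s, agonist mode.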
D2 ag – activates the human D2 dopamine receptor; P14416; HEK293 T-REx D2 cells, calcium flux agonist mode; activation, % at 2 µM; hit rate 0.53% among 340,000;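 active means activation over 3 SD above normal in the single-dose calcium agonist read, cut at about 30% in these data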; further: 0% is about no effect
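Calcium-flux readout, 1 cycle/sec over 180 s following compound pin transfer, in inducible HEK293 Trex D2 cells (force-coupled); dopamine controls included. Positive calcium responses during this window marked compounds as potential agonists.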
TRHR PAM – allosterically enhances the human TRH receptor; P34981; TRHR cells, fluo-8 calcium fluorescence, EC20 TRH enhancement; enhancement, % at 2 µM; hit rate 0.66% among 360,000; in the data active means enhancement above about 30%; further: 0% is about no effect
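TRHR-expressing cells loaded with fluo-8 calcium dye were read kinetically (ex 480/em 530) during compound addition, then stimulated with an EC20 of TRH (10 nM final). Enhancement of the Gq-mediated intracellular calcium response was scored.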
USP1 inh – inhibitors of human USP1/UAF1 deubiquitinase. recombinant USP1/UAF1, Ub-Rhodamine cleavage fluorescence. Potency, µM (series often up to 57.1 µM), without a hit: top-dose activity change, negative = inhibition, usual class: inhibitors. hit rate 0.23% among 390,000; further: potency means the concentration at half of the fitted maximal effect; on the % scale 0 is the no-effect control and ±100 the full control effect; nearly all actives have a fitted effect of over 60% in size; inactives centre near -12
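High-throughput fluorogenic screen: 1nM USP1/UAF1 complex, Ub-Rho substrate 150nM final, 50mM HEPES pH 7.8 with 0.5mM EDTA, 0.1 mg/ml BSA, 1mM TCEP and 0.01% Tween-20.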
Pin1 inh – inhibitors of human Pin1. Potency, µM (top dose mostly 115 µM), for the others: at the highest dose activity, negative = inhibition, most hits filed as inhibitors. Pin1 FP peptide displacement, HiFluor488, 10 min. Q13526. hit rate 0.009% among 390,000; active means well fitted inhibition curve with a large enough effect in the polarisation, with a control signal flat, not every such curve was filed as active; inconclusive means small, poorly fitted or top-dose-only effect, or effect the other way, or a change in a side signal; inactive means no such curve, though single readings can be large or run the other way; the % refers to the polarisation; further: potency means the concentration at half of the fitted maximal effect; on the % scale 0 is the no-effect control and ±100 the full control effect
* marks the source's active call; other numbers are inactive results; ? = inconclusive; · = no result given; & = joins results of further samples; [ ] = dose if it differs, or a comment. Unless noted, the call rests on the fitted dose curve; in most records, active means well fitted inhibition curve with a large enough effect; inconclusive means small, poorly fitted or top-dose-only effect; inactive means no such curve, though single readings can be large or run the other way. Some of the compounds tested; count on the stated rates, not on these rows.

molecule,mIDH1 inhibitor,TrxR1 substrate,D2 antagonist,TrxR1 inh,TRHR ag,D2 ag,TRHR PAM,USP1 inh,Pin1 inh
CN(CC(=O)Nc1ccc(Cl)c(C(F)(F)F)c1)C(=O)C1CCCO1 (centres undefined),-17%,0%,-8,8%,0.5,1.0,2,-10%,4%
CCOC(=O)C1=C(c2ccccc2)N=C2SCC(=O)N2C1c1ccc(OC)c(OC)c1 (centres undefined),-3%,-18%,3,-16%,0.4,0.5,9,-13%,27%
Cc1c([N+](=O)[O-])c([N+](=O)[O-])nn1CC(=O)NCc1cccnc1,10%,6%[57.1 µM],13,7%[57.1 µM],0.5,1.0,13,-11%,1%
COc1ccc(-n2c(=O)c3c4c(sc3n(Cc3ccc(C)cc3C)c2=O)CCC4)c(OC)c1,0%,-10%,·,7%,1.1,-1.0,4,-23%,59%[activator]
COc1ccccc1C(=O)Nc1nc(-c2ccc(S(=O)(=O)N3CCOCC3)cc2)cs1,-2%,7%,2,24%,1.6,1.3,-5,-15%,19%
Cc1cccc(NC(=O)Cn2c(=O)n(CCC(C)C)c(=O)c3cccnc32)c1,-4%,5%,·,-7%,-0.4,-0.6,10,-19%,11%
CCCOc1ccc(S(=O)(=O)NCc2ccc(OC)cc2)cc1,12%,-3%[57.1 µM],18,17%[57.1 µM],0.8,2.1,1,-23%,1%
COc1ccc(NC(=S)c2ccc(N(C)C)cc2)cc1,2%,-2%,-3,-8%,0.1,0.1,1,-15%,-9%
Oc1ccc(-c2nc3ccccc3nc2-c2ccc(O)cc2O)c(O)c1,3%,6%[57.1 µM],·,-3%[2.29 µM],·,·,·,-20%,0%
CCCCOc1ccc(C(C)NC(=O)C2CCCN(S(=O)(=O)CC)C2)cc1 (centres undefined),11%,-24%[57.1 µM],-16,6%[57.1 µM],0.4,-0.2,-2,-12%,3%
O=C(COC(=O)C1CCCN1C(=O)c1cccs1)Nc1ccc2c(c1)OCO2 (centres undefined),8%,-9%,·,-1%,-0.1,·,-4,-11%,11%
Cc1ccccc1NS(=O)(=O)c1ccc(C(=O)N2CCCCCCC2)cc1,-2%,-9%,12,1%,-0.6,-0.4,0,-5%,-6%
O=C(CN1CCCc2ccccc21)Nc1ccccc1[N+](=O)[O-],-1%,4%[57.1 µM],0,12%[57.1 µM],-0.1,0.8,-11,?,4%
O=S(=O)(c1ccccc1)N1CCN(S(=O)(=O)N2CCCCC2)CC1,13%,12%,38*,26%,0.7,-1.1,0,-7%,-1%
Cc1[nH]c2ccc(C(=O)N3CCCCC3)cc2c1C,2%,-2%[57.1 µM],5,4%[57.1 µM],-0.2,0.9,-8,-9%,5%
O=C1c2ccccc2[C@@H]2C[C@@H](O)[C@H](Nc3cccc4ccccc34)CCN12,5%,8%,·,2%,·,·,·,?,7%
CN(C)/C=C(\C=O)c1c(Cl)cccc1Cl,-10%,5%,·,30%,0.9,·,2,-12%,0%
Cc1ccc2[nH]c(C(=O)Nc3ccc(F)cc3)cc2c1,2%,9%,-5,36%,0.1,-0.3,22,-22%,-5%
Cc1cc2nc(SCC(=O)Nc3nonc3C)c3c(c2cc1C)CCCC3,5%,14%,-16,0%,0.1,0.0,8,-18%,0%
O=C(O)c1cc(N=Cc2c(O)c3ccccc3oc2=O)ccc1O,-14%,-9%,·,-2%,2.2,·,6,-20%,-3%
Cc1cc(C)n(CCN(C)C(=O)CCc2nnc(CCC3CCCCC3)o2)n1,-2%,2%,8,3%,-0.2,0.3,14,-2%,5%
COC(=O)C(C)n1cnc2c(nnn2Cc2ccc(Cl)cc2)c1=O (centres undefined),1%,-8%,19,-6%,-1.5,0.8,11,-4%,1%
COc1cc(NC(=O)c2cc3sccc3n2C)cc(OC)c1,7%,0%[57.1 µM],-10,3%,-1.8,1.0,2,-16%,-3%
Cc1ccc(OCC(=O)Nc2ccc(CN3CCOCC3)cc2)cc1C,7%,2%[57.1 µM],2,15%[57.1 µM],0.4,0.6,-3,-17%,-1%
COC(=O)[C@@]1(Cc2ccccc2)[C@H]2C(=O)N(Cc3ccccc3)C(=O)[C@H]2[C@H]2CN=C(SCC3CC3)N21,3%[38.3 µM],-2%,·,19%,·,·,·,-31%,0%

Some of the entries above in another layout:
> Cc1cccc(NC(=O)Cn2c(=O)n(CCC(C)C)c(=O)c3cccnc32)c1
  mIDH1 inhibitor = -4%
  TrxR1 substrate = 5%
  D2 antagonist = ·
  TrxR1 inh = -7%
  TRHR ag = -0.4
  D2 ag = -0.6
  TRHR PAM = 10
  USP1 inh = -19%
  Pin1 inh = 11%
> CCCOc1ccc(S(=O)(=O)NCc2ccc(OC)cc2)cc1
  mIDH1 inhibitor = 12%
  TrxR1 substrate = -3%[57.1 µM]
  D2 antagonist = 18
  TrxR1 inh = 17%[57.1 µM]
  TRHR ag = 0.8
  D2 ag = 2.1
  TRHR PAM = 1
  USP1 inh = -23%
  Pin1 inh = 1%
> COc1ccc(NC(=S)c2ccc(N(C)C)cc2)cc1
  mIDH1 inhibitor = 2%
  TrxR1 substrate = -2%
  D2 antagonist = -3
  TrxR1 inh = -8%
  TRHR ag = 0.1
  D2 ag = 0.1
  TRHR PAM = 1
  USP1 inh = -15%
  Pin1 inh = -9%

Following part.
molecule,mIDH1 inhibitor,TrxR1 substrate,D2 antagonist,TrxR1 inh,TRHR ag,D2 ag,TRHR PAM,USP1 inh,Pin1 inh
COc1ccc(C(=O)NC2CC2)cc1OC1CCN(Cc2ccc(F)cc2F)CC1,6%,-16%,2,-16%,-0.4,0.5,5,-7%,-1%
Cc1cccc(C)c1-c1ccc(CN2C(CC(C)C)C(=O)N(Cc3cn(CCO)nn3)CCS2(=O)=O)cc1 (centres undefined),1%,1%,·,32%,·,·,·,-30%,8%
COc1cccc(CC(=O)OCC(=O)NC2CCCCCC2)c1,-1%,1%,-23,10%,-0.7,-0.5,-3,-21%,-9%
Cc1cc(C(=O)OCC(=O)NC(=O)c2cccn2C)c2ccccc2n1,7%,4%,2,5%,-0.6,-0.1,-10,-13%,1%
O=C(CSc1ncccn1)NNC(=O)c1ccccc1,-1%,-7%,·,8%,·,·,·,-8%,2%
CC(=O)c1cccc(NC(=O)Cc2ccc3c(c2)CCCC3)c1,-3%,10%,0,-2%,-0.3,-0.6,-12,7%,3%
CCCN(CCC)C(=O)Cn1c(=O)n(-c2ccc(C)c(C)c2)c(=O)c2c3c(sc21)CCCCC3,12%,3%,·,15%,0.1,·,-6,-20%,-1%
COc1cc(NC(=O)CSc2nc(-c3ccc(C(C)C)cc3)no2)cc(OC)c1,14%,0%[57.1 µM],·,20%[57.1 µM],2.7,0.8,3,-22%,0%
Cc1[nH]c(=O)[nH]c(=O)c1S(=O)(=O)N1CCCC(C(=O)NCCc2ccc(Cl)cc2)C1 (centres undefined),0%,6%[57.1 µM],65*,4%[57.1 µM],-0.2,0.2,-24,-10%,1%
Cc1ccc(/C=N/NC(=O)c2cccc(NC(=O)c3ccccc3C)c2)o1,-6%,-1%,13,-7%,-0.3,-0.5,6,-10%,-6%
O=c1cc(N2CCc3ccccc3C2)[nH]c(=O)n1-c1ccccc1Cl,-6%,8%[57.1 µM],4,?,0.9,1.2,-4,-9%,10%
CC(C)N(C(=S)Nc1ccc(S(=O)(=O)N2CCOCC2)cc1)c1ccccc1,-4%,5%,·,?,·,·,·,-5%,3%
COc1cc(Cl)c(NC(=O)CN(C)S(=O)(=O)c2ccc3c(c2)CCCC(=O)N3)c(OC)c1,6%,1%,·,2%,-1.6,·,15,-31%,-1%
Cc1c(Cl)cccc1NC(=O)CCC(=O)NNC(=O)c1ccccc1,-7%,-9%,-1,-15%,-0.2,-0.8,3,-11%,-4%
O=C(CSc1nc2ccc([N+](=O)[O-])cc2[nH]1)NC1CCCC1,6%,-11%,-8,-15%,0.7,1.4,2,-4%,-2%
COc1cc(/C=N/NC(=O)c2ccc(=O)[nH]n2)ccc1O,3%,-19%,-5,-19%,-0.8,-1.5,3,-19%,1%
COC(=O)c1ccc(NS(=O)(=O)c2cc3c4c(c2)CCN4C(=O)CC3)cc1,-6%,-5%[57.1 µM],-1,-1%[57.1 µM],-0.2,-0.7,4,-12%,2%
COc1ccc(CCN2C(=O)NC(NC(=O)C(C)(C)C)(C(F)(F)F)C2=O)cc1OC (centres undefined),2%,-5%,0,-12%,0.3,0.2,-6,-11%,2%
CCCCOc1cc(C(=O)NCCN(CC)CC)c2ccccc2n1,2%&12%,-1%&22%,13&9,7%&12%,0.5&-0.7,-2.3&-3.0,6&11,?,2%&2%
CC(=O)Nc1ccc(S(=O)(=O)N2CCCC2C(=O)Nc2ccc(F)cc2)cc1 (centres undefined),-12%,-12%,-7,?,-0.1,0.7,-7,-13%,-3%
COc1ccc(NC(=O)C2=C(C)C(=O)OC23CCN(C(C)C)CC3)cc1Cl,0%,3%[57.1 µM],·,6%[57.1 µM],1.6,0.1,0,2%,3%
O=C(CNCc1ccc(Cl)cc1)Nc1ccc(C(=O)N2CCCCC2)cc1,3%,0%[57.1 µM],3,-2%[57.1 µM],0.1,-2.3,-2,-20%,0%
O=C(NNS(=O)(=O)c1ccc([N+](=O)[O-])cc1)C(=O)Nc1cccc(C(=O)O)c1,-7%,-7%,-39,-5%,0.3,0.6,-4,-4%,·

Assay outcomes deposited in PubChem by National Center for Advancing Translational Sciences (NCATS).
